# NR2F2 inh: inhibitors of human COUP-TFII (NR2F2). AID 686940. inhibition, % at 8.6 µM. hit rate 0.7% among 370,000. HEK293T NGFI-A luciferase reporter, luminescence;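 active = inhibition above a per-plate cutoff, mean inhibition of test wells between control levels plus 3 SD, cut at about 38% in these data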;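 also: cells cotransfected with COUP-TFII expression vector driving the NGFI-A reporter; 0% = median of COUP-TF2 test wells and 100% = reporter-only cells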
# SRC2 inh: inhibits human steroid receptor coactivator 2; Q15596; HEK293 GAL4-SRC2 luciferase reporter, luminescence; inhibition, % at 9 µM; hit rate 0.17% among 370,000;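 active = inhibition above the mean inhibition of all tested compounds plus 3 SD, set per campaign, cut at about 52% in these data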;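 also: 0% = DMSO treated cells and 100% = cells given Gossypol at 36 µM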
# NOD2 RIPK2 PPI: NOD2-RIPK2 protein interaction inhibition. inhibition, % at 4.98 µM. O43353. hit rate 0.38% among 360,000. CHO BLA complementation NOD2-RIPK2, CCF4 ratio; in the data active = inhibition above about 21%;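 also: 0% = vehicle only and 100% = reference blocker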
# Target sequence (O43353 whole entry, looked up): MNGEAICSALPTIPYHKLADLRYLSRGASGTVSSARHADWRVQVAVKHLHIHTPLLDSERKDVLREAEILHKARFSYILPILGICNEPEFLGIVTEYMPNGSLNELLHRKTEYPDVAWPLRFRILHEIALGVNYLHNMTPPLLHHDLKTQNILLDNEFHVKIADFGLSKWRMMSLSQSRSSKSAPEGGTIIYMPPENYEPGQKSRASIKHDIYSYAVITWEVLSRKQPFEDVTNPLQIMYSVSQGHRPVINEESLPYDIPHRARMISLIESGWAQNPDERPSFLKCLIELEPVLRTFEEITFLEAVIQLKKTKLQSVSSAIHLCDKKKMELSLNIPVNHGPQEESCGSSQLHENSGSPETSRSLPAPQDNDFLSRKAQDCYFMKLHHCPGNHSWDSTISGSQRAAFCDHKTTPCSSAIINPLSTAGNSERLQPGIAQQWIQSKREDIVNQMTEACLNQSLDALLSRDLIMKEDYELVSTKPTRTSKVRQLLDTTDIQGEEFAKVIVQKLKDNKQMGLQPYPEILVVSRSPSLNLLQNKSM
# TRAIL sens C8: sensitizes caspase-8 expressing cells to TRAIL; NB7+C8 cells + TRAIL, ATPlite viability luminescence; hit rate 1% among 360,000; inhibition (viability loss, TRAIL sensitization), % at 10 µM;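 active = compounds causing at least 50% loss of cell viability in the single-dose screen, relative to plate controls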
# SRC3 inh: inhibits human SRC3 coactivator | Q9Y6Q9 | HEK293 GAL4-SRC3 luciferase reporter, luminescence | inhibition, % at 3.6 µM | hit rate 0.17% among 360,000;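 active = inhibition above a per-campaign cutoff, the mean of all compounds plus 3 SD, cut at about 60% in these data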;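 also: 0% = DMSO-treated cells and 100% = gossypol-treated cells at 36 µM; higher means less SRC3-driven luciferase light from the GAL4 reporter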
# SRC1 inh: inhibits human SRC1 coactivator. hit rate 0.12% among 360,000. AID 588354. HEK293 GAL4-SRC1 luciferase reporter, luminescence. inhibition, % at 3.6 µM. Q15788;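 active = inhibition above the campaign mean plus 3 SD, with each screening campaign given its own cutoff, cut at about 60% in these data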;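 also: 0% = DMSO treated cells and 100% = gossypol at 36 µM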
# TROY NFkB inh: inhibitors of TROY-dependent NF-kB signaling | Q293 LMP1-TROYcd NF-kB luciferase reporter, 4 h | inhibition, % at 10 µM | hit rate 0.98% among 360,000;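 active = compounds whose plate-normalised and pattern-corrected inhibition of the luciferase reporter signal at the single screening dose is 50% or more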
# LRH-1 inv ag: suppresses constitutive activity of human LRH-1; AID 602396; inhibition, % at 3.6 µM; hit rate 0.13% among 360,000; HEK293T StAR-luciferase reporter, LRH-1 transfected, 24 h; O00482;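 active = inhibition above the mean inhibition of all tested compounds plus 3 SD, cut at about 73% in these data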;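 also: 0% = DMSO wells and 100% = reporter-only cells lacking LRH-1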
# Target sequence (O00482 whole entry, looked up): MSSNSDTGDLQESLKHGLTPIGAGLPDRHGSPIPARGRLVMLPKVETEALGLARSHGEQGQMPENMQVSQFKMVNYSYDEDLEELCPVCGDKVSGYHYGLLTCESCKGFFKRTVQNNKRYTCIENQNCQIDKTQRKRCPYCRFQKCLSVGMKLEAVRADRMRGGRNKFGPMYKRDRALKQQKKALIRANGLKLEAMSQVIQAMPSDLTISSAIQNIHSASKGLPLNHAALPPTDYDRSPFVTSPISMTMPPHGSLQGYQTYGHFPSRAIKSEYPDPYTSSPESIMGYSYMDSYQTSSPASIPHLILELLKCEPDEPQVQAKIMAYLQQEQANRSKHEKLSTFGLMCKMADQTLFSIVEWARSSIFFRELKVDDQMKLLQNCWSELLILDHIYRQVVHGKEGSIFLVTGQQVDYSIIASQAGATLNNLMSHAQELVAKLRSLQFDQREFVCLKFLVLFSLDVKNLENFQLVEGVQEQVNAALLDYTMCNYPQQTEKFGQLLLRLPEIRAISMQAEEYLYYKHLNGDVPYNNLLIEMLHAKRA
# TWEAK-Fn14 inh: inhibitors of TWEAK-Fn14 interaction signaling. TWEAK-stimulated Fn14 reporter cells, luciferase luminescence, 8 h. inhibition, % at 10 µM. hit rate 2% among 360,000. AID 1159606; in the data active = inhibition above about 50%
# TLR9-MyD88 inh: TLR9-MyD88 interaction inhibition. Q9NR96+Q99836. CHO BLA complementation TLR9-MyD88, CCF4 FRET ratio. inhibition, % at 4.98 µM. hit rate 0.21% among 340,000. AID 504734;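 active = inhibition above the mean over all tested compounds plus 3 SD, cut at about 21% in these data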;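 also: 0% = DMSO only wells and 100% = clavulanate BLA inhibitor control wells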
# LMP1 NFkB inh: inhibitors of Epstein-Barr LMP1-induced NF-kappaB reporter | LMP1-induced NF-kappaB luciferase reporter cells, luminescence | inhibition, % at 12.5 µM | hit rate 0.69% among 350,000 | AID 504558; in the data active = inhibition above about 41%;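 also: 0% = neutral control wells and 100% = reference inhibitor control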
# * hit, by the source's call; . = not tested or not shown; & = joins results of further samples. An excerpt; the hit share may differ from the screen's.
mol	NR2F2 inh	SRC2 inh	NOD2 RIPK2 PPI	TRAIL sens C8	SRC3 inh	SRC1 inh	TROY NFkB inh	LRH-1 inv ag	TWEAK-Fn14 inh	TLR9-MyD88 inh	LMP1 NFkB inh
Cc1ccc(NC2=NCC(=O)N2C2CCCC2)cc1	4	11	0	-8	-16	-5	-18	23	3	-12	-7
COc1cccc(CN2CC(C(=O)NCCCn3cccn3)CCC2=O)c1 (configuration not stated)	-14	-4	-6	-18	2	6	0	-7	11	-7	13
C/C(CC(=O)Nc1ccc([N+](=O)[O-])cc1)=N\NC(=O)c1ccccc1O	-13	-7	-4	-10	-29	-20	32	-19	-27	-15	-3
CCCCNc1c(-c2ccc(SC(C)CC)c(OC)c2)nc2ccc(Cl)cn12 (configuration not stated)	4	-16	11	15	0	-26	-47	-28	-25	16	5
CNC(=O)c1[nH]cnc1C(=O)N[C@@H](Cc1ccccc1)C(=O)OC(C)(C)C	6	-21	-4	-5	-2	-23	5	14	-9	2	-7
COc1ccc(N2CCN(C(=O)COc3ccc4ccccc4c3)CC2)cc1	1	17	0	-25	-15	-1	-5	15	15	5	5
COC(=O)c1ccc(N=Nc2ccccc2)cc1	-30	-48	2	7	-35	-100	-56	-78	-18	5	7
CC1Cc2cc(/C(O)=C3/C(=O)C(=O)N(CCCn4ccnc4)C3c3cccc([N+](=O)[O-])c3)ccc2O1 (configuration not stated)	21	-35	2	-6	-8	5	-26	9	-3	-5	-5
COc1ccc(C(=O)Oc2cccc3cccnc23)cc1[N+](=O)[O-]	-9	-11	-5	1	-7	17	-2	22	-7	2	-3
O=C(C1CCN(S(=O)(=O)c2ccc3c(c2)OCCO3)CC1)N1CCc2ccccc21	-5	5	-2	16	17	-4	19	23	0	-2	4
Cc1cc(C(=O)COC(=O)Cn2c(C(F)(F)F)nc3ccccc32)c(C)n1Cc1ccco1	1	-6	3	-3	-10	-1	17	-8	-7	-5	19
COc1cc2c(cc1NS(=O)(=O)N1CCCC1)oc1ccccc12	-24	3	-3	-4	9	9	-4	-11	1	-3	-2
Cc1cccc(C(=O)OCC(=O)c2csc(N3CCCCC3)n2)c1[N+](=O)[O-]	5	-10	0	14	4	-14	22	-11	-2	4	-3
COc1ccc(NC(=O)CN(C)C(=O)c2ccc(N3CCCC3)c([N+](=O)[O-])c2)cc1	-1	-15	3	-15	-4	-7	-7	-3	-3	-2	-4
O=C(CN1CCCC1c1cccs1)Nc1cc(S(=O)(=O)N2CCCCC2)ccc1Cl (configuration not stated)	15	27	-4	22	15	-13	13	-9	11	-15	13
NC(c1ccccc1)c1cccnc1 (configuration not stated)	3	10	-9	-8	-8	-13	16	-4	4	-7	2
CCO[C@@H]1OC(C(=O)N2CCN(Cc3ccc4c(c3)OCO4)CC2)=C[C@H](C2CC2)[C@H]1CCCO	0	-2	1	8	5	2	1	7	8	-6	1
Cc1ccc(S(=O)(=O)NCCC(C)C)cc1[N+](=O)[O-]	-6	0	-12	-13	18	10	10	7	14	4	6
OC[C@@H]1CN(Cc2ccc3c(c2)OCO3)C[C@H](n2cnc3c(NC4CCCC4)ncnc32)O1	5	24	0	8	15	-6	4	2	-7	.	.
Cn1nc(C(=O)N2CCN(c3ccccc3F)CC2)c2c1-c1ccccc1S(=O)(=O)C2	3	-1	0	-3	12	-1	-2	-2	-8	-5	-4
COc1cccc(CCc2nnc(N)s2)c1	-9	-3	-5	-4	9	-21	13	16	-3	9	1
CCCNC(=O)C1(C)CCCN(C(=O)c2ccc(OC(F)F)cc2)C1 (configuration not stated)	-6	23	7	-2	-15	-2	0	16	3	.	.
CC(C)n1c(CSCc2ccc(Cl)cc2Cl)n[nH]c1=S	16	-6	-10	-9	11	2	17	8	-4	2	18
COc1cc(/C=C/c2nc(N)nc(-c3ccccc3O)n2)cc(OC)c1OC	-4	-17	-5	5	15	9	18	7	53*	-12	-40
COCCn1c(SCC(=O)NC2CCCC(C)C2C)nc2ccccc2c1=O (configuration not stated)	-8	16	-6	2	14	21	-1	12	10	0	1
Cc1ccc(-n2ncc(C#N)c2N)cc1	8	-3	-3	8	19	5	12	-5	9	-8	-10
COc1ccc(C2=NN(C(=O)CCC(=O)O)C(c3ccc(OC)c(OC)c3)C2)cc1 (configuration not stated)	10	12	-8	3	-6	-25	-17	-5	-10	-2	-2
CC(c1nc2ccccc2o1)N1C(=O)c2ccccc2C1=O (configuration not stated)	14	5	-6	2	12	-22	-47	10	-6	-7	5
O=[N+]([O-])c1ccccc1OCCNCc1ccccc1	-10	-18	-2	2	-23	-1	-22	-8	-20	3	-8
CCOC(=O)c1c(-c2ccccc2)csc1NC(=O)COc1ccc2c(C)cc(=O)oc2c1	-2	-14	-1	-3	-4	-2	25	-5	0	-3	-19
CCC1Nc2ncnc(N3CCCCC3)c2N(Cc2ccccc2)C1=O (configuration not stated)	12	-22	-5	-14	5	-3	-11	3	7	-14	-7
O=C(OCc1cn([C@@H]2CN(Cc3cccs3)[C@@H](c3ccccc3)C[C@H]2O)nn1)c1ccccc1	5	14	-8	-8	-11	-11	-9	11	-17	6	-2
COC(=O)CC1C(=O)NCCN1C(=O)c1cc([N+](=O)[O-])ccc1Cl (configuration not stated)	9	-12	1	-12	-19	7	0	-5	-5	-1	5
O=C(O)CC1S/C(=N\N=C2CCCCCCC2)N(c2ccccc2)C1=O (configuration not stated)	-29	17	6	-3	12	10	6	12	-16	3	1
CCOC(=O)N1CCN(c2cc(=O)n(Cc3ccc(F)cc3)c(=O)[nH]2)CC1	2	-6	2	3	-2	11	-3	4	18	10	-6
COc1cc(Nc2c3ccccc3nc3ccccc23)cc(OC)c1OC	-10	-81	8	18	-16	5	-36	-37	1	-2	3
Cc1ccc2c(c1)[C@@H]1CN(C)CC[C@@H]1N2S(=O)(=O)c1ccc([N+](=O)[O-])cc1	1	-9	4	1	27	-2	1	-2	-7	-1	0
COc1ccc(C(=O)NC2CCN(C(=S)Nc3cc(C)ccc3C)CC2)cc1	3	8	-2	-8	22	-35	10	29	15	-1	9
CC1CCN(Cc2c(C(=O)N/N=C/c3ccc(OC(C)C)cc3)nnn2-c2nonc2N)CC1	-16	-13	-10	8	-10	13	-8	4	-63	5	4
CCn1c(Cc2c(C)[nH]c3ccccc23)nnc1SCC(=O)NCc1ccco1	8	-5	11	-21	8	-12	-12	11	0	-10	4
COc1ccc(NC(=O)CCC(=O)Nc2nnc(C3CCCCC3)s2)c(OC)c1	-20	-7	-3	-1	5	-15	-8	-23	-3	-6	-1
O=C(Cc1csc2ccccc12)NCC1CC1	-6	4	4	-2	-18	5	-11	-4	-11	.	.
CCC(CC)C(=O)N1N=C(c2ccc(NS(C)(=O)=O)cc2)CC1c1ccccc1 (configuration not stated)	1	22	5	19	6	9	-9	10	5	-6	4
Cc1cc2ncn(/N=C/c3ccc4c(c3)OCO4)c2cc1C	-15	-24	-13	8	-26	2	-29	-3	-17	5	1
COc1cc(NC(=O)CCC(=O)Nc2ccc3nc(N4CCOCC4)cc(C)c3c2)cc(OC)c1OC	-23	-22	-11	12	-42	-47	-58	-41	35	-2	-12
Cn1c(=O)[nH]c(=O)c2c1[nH]c(=S)n2Cc1ccccc1	27	4	-6	7	7	-58	-16	-8	0	5	6
COc1ccc(CC(=O)NCC2CCCN(Cc3ccc(F)cc3F)C2)cc1 (configuration not stated)	-41	-95	-6	-10	-3	-3	-5	0	1	-13	4
O=C(C[C@@H]1C/C=C\C[C@H](Cc2ccc(F)cc2)C(=O)OCCNC1=O)NCCO	-14	-25	-15	18	5	3	-3	14	-7	0	3
CN(Cc1ccccc1)C(=O)c1ccc(NC(=O)C2CCCN(C(=O)OC(C)(C)C)C2)cc1 (configuration not stated)	22	28	2	10	-3	27	40	17	19	0	6
CC(C)(C)[C@H]1C=C(C(=O)Nc2ccccc2)O[C@@H](OCCCCO)C1	63*	30	3	-7	39	32	84*	51	84*	5	6

# Following part
mol	NR2F2 inh	SRC2 inh	NOD2 RIPK2 PPI	TRAIL sens C8	SRC3 inh	SRC1 inh	TROY NFkB inh	LRH-1 inv ag	TWEAK-Fn14 inh	TLR9-MyD88 inh	LMP1 NFkB inh
Cc1ccc(C)c(-n2c(Cc3cc(=O)[nH]c(=O)[nH]3)nnc2SC(C)C)c1	-7	-11	5	2	-13	-14	-2	21	-9	-2	-6
CC(=O)N(C(C)=O)c1c(N2CCOCC2)c2ccccc2oc1=O	-10	-16	2	7	7	-14	7	21	8	-5	-1
Cc1cc(=O)oc2cc(OCC(=O)NCCc3ccccc3)ccc12	2	-10	-8	3	-3	4	5	8	-9	-9	-4
COc1ccccc1Nc1nc(C)cs1	-34&-9	-13&-32	-6&-5	3&-12	9&-48	-21&-21	-10&-19	-25&-26	6&-4	4&-5	-4&-21
Cc1cn(CC(=O)NCCCc2ccccc2)c(=O)[nH]c1=O	6	-13	-7	-4	5	-9	6	-1	4	-1	0
COc1ccc(S(=O)(=O)N2CCN(c3ccccc3OC)CC2)cc1	9	-10	4	13	-5	4	-2	-8	-6	-10	3
CCn1c(SCC(=O)Nc2nc(C)cs2)nnc1-c1ccncc1	6	12	-9	4	12	2	-9	-2	15	-1	-4
CN1OC[C@@H]2CN[C@H](c3cccc(-c4ccc(C#N)cc4)c3)C[C@@H]21	-7	7	11	-8	-10	0	-9	10	14	2	4
CCN(CC(=O)Nc1c(F)cccc1F)C(=O)CCNS(=O)(=O)c1ccc(C)c(C)c1	9	14	-6	7	17	3	4	-8	-3	1	0
COc1ccc(-c2nc(-c3ccccn3)no2)cc1	83*	75*	11	96*	69*	54	83*	23	102*	5	81*
CC(=O)c1nn(-c2cccc(Br)c2)cc1C(=O)c1ccccc1	12	-5	9	-2	5	6	0	1	13	-8	-15
CC(NC(=O)C1CCN(c2nnc(N3CCCC3=O)s2)CC1)c1ccccc1 (configuration not stated)	11	11	1	-12	5	1	-2	11	15	-3	-9
Cc1cc(OC(=O)N2CCCCC2)cc(C)c1Cl	1	-2	7	3	-26	-11	-28	-46	-4	1	-28
CCN(CCCNC(=O)COc1cc(=O)n(C)c2ccccc12)c1ccccc1	-13	-13	5	-7	4	-20	-20	-19	-16	-2	6
O=C(NC1CCS(=O)(=O)C1)c1cccc(S(=O)(=O)N2CCCCC2)c1 (configuration not stated)	6	20	8	8	10	3	10	9	6	3	-9
CCOC(=O)NC1c2ccccc2Oc2ccccc21	-5	13	-1	6	1	-3	-20	12	-14	0	3
N#C/C(=C\C=C\c1ccccc1)c1nc(-c2ccc(Cl)cc2)cs1	9	20	4	0	4	-18	4	-3	-24	2	-2
CC(C)(C)NC(=O)N1CCN(c2nc(-c3ccccc3)ns2)CC1	-14	-57	7	7	-38	-61	-33	-55	-1	-11	-13
